Screens as filed in PubChem BioAssay.
KCNQ2 block = KCNQ2 potassium channel inhibitors, primary screen, cell-based, CHO-K1, FluxOR thallium flux, B-score (AID 2156); 310,000 compounds, 1.1% hits; 20 min; stronger effect = lower value; B-score at 10 µM;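 active means fluorescence ratio B-score at most minus 3 library SDs, with starting brightness B-score within 2 library SDs, cut at about -5.5 in these data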
Target sequence (O88943 whole entry, looked up): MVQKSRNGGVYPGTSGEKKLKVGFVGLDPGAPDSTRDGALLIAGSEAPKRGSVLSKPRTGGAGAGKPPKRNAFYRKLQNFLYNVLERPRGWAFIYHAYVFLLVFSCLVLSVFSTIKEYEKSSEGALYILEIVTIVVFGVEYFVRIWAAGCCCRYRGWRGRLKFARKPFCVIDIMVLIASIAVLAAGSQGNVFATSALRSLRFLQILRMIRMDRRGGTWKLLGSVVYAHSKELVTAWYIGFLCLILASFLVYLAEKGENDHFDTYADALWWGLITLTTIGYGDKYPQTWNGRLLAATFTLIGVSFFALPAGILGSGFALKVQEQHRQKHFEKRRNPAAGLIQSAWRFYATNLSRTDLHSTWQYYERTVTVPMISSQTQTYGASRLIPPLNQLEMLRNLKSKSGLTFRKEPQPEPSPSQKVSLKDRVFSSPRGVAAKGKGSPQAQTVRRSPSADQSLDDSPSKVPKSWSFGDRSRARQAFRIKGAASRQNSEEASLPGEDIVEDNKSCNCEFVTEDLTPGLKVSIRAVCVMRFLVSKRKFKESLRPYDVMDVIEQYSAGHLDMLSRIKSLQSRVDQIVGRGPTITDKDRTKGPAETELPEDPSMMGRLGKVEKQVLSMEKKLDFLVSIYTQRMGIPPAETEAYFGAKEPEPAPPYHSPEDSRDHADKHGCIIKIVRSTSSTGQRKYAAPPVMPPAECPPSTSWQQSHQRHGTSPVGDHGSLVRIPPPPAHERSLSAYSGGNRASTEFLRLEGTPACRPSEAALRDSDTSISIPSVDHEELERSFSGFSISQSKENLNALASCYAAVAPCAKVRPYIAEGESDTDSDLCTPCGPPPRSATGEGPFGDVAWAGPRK
Kir21 inh = inhibitors of mouse Kir2.1 inward-rectifier potassium channel; B-score at 10 µM; P35561; HEK293-Kir2.1, FluxOR thallium flux fluorescence; stronger effect = lower value; 310,000 compounds, 0.85% hits; AID 1672;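 active means fluorescence ratio B-score at or below minus 3 SD of library scores, with starting-brightness B-score within 2 SD, cut at about -4.2 in these data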;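 further: channel flux triggered by added potassium and thallium sulfate stimulus; B-score of peak minus minimum fluorescence over baseline after thallium stimulus; more negative B-score means stronger Kir2.1 block with less thallium influx; some compounds called inactive have numbers as strong as hits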
CHT block = human CHT choline transport inhibition | Q9GZV3 | CHT-expressing cells, membrane potential dye, choline response; stronger effect = lower value | B-score at 10 µM | 310,000 compounds, 0.86% hits | AID 488975;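 active means B-score over 3 SD under the library average, and starting fluorescence ratio not unusually high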;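 further: choline stimulus applied at its EC90 after an EC20 pre-addition; B-score computed on integrated fluorescence ratio after choline addition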
Numbers without * were called inactive; i = inactive; x = no result given.

Structure	KCNQ2 block	Kir21 inh	CHT block
COc1ccc(CCNC(=O)C(C)SCc2ccccc2)cc1 (stereo unspecified)	i	-7.5*	i
CCOC(=O)C1CCCN(Cc2ccccc2OCC)C1 (stereo unspecified)	i	-9.3	i
Cn1c(CC(=O)Nc2ccccc2)nnc1SCCOc1ccccc1	i	-0.25	i
CCS(=O)(=O)N1CCC(C(=O)NCCCN2CCCCCC2)CC1	i	-0.1	i
N=C1C(c2nc3ccccc3s2)=C(O)CN1C1CCCCC1	i	0.19	i
COc1ccc(-n2nc3cc(N)c(Br)cc3n2)cc1	i	0.97	i
Cc1cccnc1N(C(=O)Nc1ccccc1)C1=NCC(C)(C)S1	i	0.14	i
COc1cc(C(=O)NCC2(N3CCCCC3)CCCCC2)ccc1OCC(=O)N1CCOCC1	i	0.65	i
O=C(Oc1ccc(OC(=O)N2CCOCC2)cc1)c1ccccc1	i	-1.6	i
COc1cc2ccccc2cc1C(=O)Nc1nccs1	i	-0.26	i
CC1=C(C(=O)OCc2ccccc2)C(c2ccoc2)C(C#N)=C(N)O1 (stereo unspecified)	i	0.42	i
CCC1(CC)Cc2ccccc2-c2nc3ccccc3c(=O)n21	i	1.9	i
Cc1cc(C)nc(SCc2nnc(SCC(=O)N3CCOCC3)o2)n1	i	-0.65	i
COc1ccc(-n2c(=O)c3ccccc3n(CC(=O)NC3CCCCC3)c2=O)cc1OC	i	-1.8	i
COc1ccccc1CNC(=O)C1CCC(=O)N(CCCc2ccccc2)C1 (stereo unspecified)	i	0.13	i
Cc1cc(C)cc(NC(=S)N(CCCN2CCN(C)CC2)Cc2cccs2)c1	i	-0.85	i
CCOC(=O)c1cnn(C(=O)c2ccccc2)c1N	i	-0.55	x
CC(=O)c1cc(C#N)c(SCc2ccccn2)nc1C	i	0.76	i
Cc1ccc(OCC(=O)NCCNC(=O)c2cnccn2)cc1C	i	2.3	x
Cc1ccsc1C(=O)N1CCCC(CO)(Cc2ccccc2F)C1 (stereo unspecified)	i	-0.64	i
COc1ccc(C(C(=O)OCCN(C)C)c2ccccc2)cc1 (stereo unspecified)	i	-1.3	i
O=C1CCCN1c1ccc(C(=O)N(Cc2nnc(-c3ccccc3Cl)o2)C2CC2)cc1	i	1.5	i
Cc1nnc(NC(=O)CCNC(=O)c2ccccc2Cl)s1	i	0.42	i
COc1ccc(NC(=O)C2CC3CCC2C3)c(OC)c1 (stereo unspecified)	i	0.69	i
CC(C)CCNC(=O)c1cc([N+](=O)[O-])ccc1N1CCOCC1	i	1.5	i
CN1CCN(C(=O)C2CCCN(S(=O)(=O)c3ccccc3)C2)CC1 (stereo unspecified)	i	-1.5	i
CN(C(=O)COC(=O)CCc1c[nH]c2ccccc12)c1ccccc1	i	0.12	i
COc1ccccc1NC(=O)N(Cc1ccco1)Cc1cc2ccc(C)c(C)c2[nH]c1=O	i	1.8	i
CCOC(=O)NCc1ccc(S(=O)(=O)Nc2c(C)cccc2C)cc1	i	0	i
CCOC(=O)c1c(NC(=O)COC(=O)CCS(=O)(=O)c2ccc(C)cc2)sc(C)c1C	i	-1.3	i
COc1cc(-c2[nH]ncc2CN(C)Cc2nonc2C)cc(OC)c1OC	i	-0.63	i
Cc1ccc(C(=O)Oc2ccc3ccc(=O)oc3c2)cc1	i	-2.4	i
COc1ccc(NC(=O)Cc2c(Sc3ccccc3)c3ccccc3n2C)cc1	-6.3*	0.14	i
O=C(CCc1[nH]c2ccccc2c1Sc1ccccc1)N(CCO)CCO	i	1.2	i
COc1cc(/C=N/n2c(COc3ccccc3)n[nH]c2=S)cc(Br)c1O	i	-0.29	i
CC(NS(=O)(=O)c1ccc(Cl)cc1)C(=O)N1CCOCC1 (stereo unspecified)	i	0.64	i
COc1ccc(NC(=S)NCCc2c[nH]c3ccc(OC)cc23)c(OC)c1	i	-2.4	i
O=C(c1ccc(CS(=O)(=O)c2cccc(C(F)(F)F)c2)o1)N1CCN(c2ccccn2)CC1	i	0.86	i
CCn1c(CNc2ccc(F)cc2)nnc1SCC(=O)Nc1ccccc1OC	i	0.06	i
Cc1ccc(OCCCc2c(C)n[nH]c2C)cc1	i	-0.66	i

(more compounds)
| mol | KCNQ2 block | Kir21 inh | CHT block |
| --- | --- | --- | --- |
| Cn1cc(Br)cc2nc(C(F)(F)F)nc1-2 | i | -0.52 | i |
| O=C(Nc1c(Cl)cccc1Cl)C1CCN(C(=O)c2cccs2)CC1 | i | 0.2 | i |
| O=C(c1ccco1)N1CCC(c2nc3c(nnn3Cc3ccc(F)cc3)c(=O)[nH]2)CC1 | i | -0.32 | i |
| O=c1cc(-c2ccccc2)[nH]n1-c1nc2ccccc2s1 | i | 1.8 | i |
| Cc1nn(C)c(C(=O)NC(=S)Nc2ccccc2Br)c1Cl | i | -0.23 | i |
| O=C(Nc1nccs1)c1ccccn1 | i | 1.5 | i |
| Cn1c(SCC(=O)Nc2ccccc2F)nnc1-c1ccc(S(=O)(=O)N2CCOCC2)cc1 | i | 2.5 | i |
| CCN(CC(=O)Nc1ccc2c(c1)OCCO2)C(=O)C(C)Oc1ccc(Cl)cc1 (stereo unspecified) | i | 0.47 | i |
| Nc1nc(SCC(=O)c2ccc([N+](=O)[O-])cc2)n[nH]1 | i | -0.03 | i |
| Cc1cccc2sc(N(CCCN(C)C)C(=O)c3ccc(C(=O)c4ccccc4)cc3)nc12 | i | 1.5 | i |
| Cc1cc(OC(=O)N2CCOCC2)cc(C)c1Cl | i | -1.2 | i |
| Cc1nn(-c2ncc(C(F)(F)F)cc2Cl)c(=O)n1-c1cccc(Cl)c1 | i | -0.25 | i |
| CCN1C(=O)C(CC(=O)Nc2ccccc2)N(Cc2ccccn2)C1=S (stereo unspecified) | i | -0.93 | i |
| CC(=O)c1ccc2noc(-c3cccc(F)c3)c2c1 | i | -0.42 | i |
| CCC(CC)NCc1ccc2c(c1)c1ccccc1n2CC | i | -3.6 | i |
| O=C(NCCC(=O)N1CCN(c2ccccn2)CC1)c1ccc(Br)cc1 | i | 0.43 | i |
| CCCOc1ccc(C2NC(=O)NC(c3ccccc3)=C2C(C)=O)cc1OCC (stereo unspecified) | i | 0.65 | i |
| COc1ccc(Nc2ncnc3ccc(C)cc23)cc1 | i | -6* | i |
| Cc1nc2ncnn2c(C)c1CCC(=O)NCc1ccccc1 | i | 0.32 | i |
| COc1ccc(/C=N/n2c(C)cc(C)c(C(N)=O)c2=O)cc1 | i | 1.9 | i |
| CCOC(=O)[C@@H]1[C@H]2COc3ccccc3[C@@H]2N2C(=O)N(c3ccc(OC)cc3)C(=O)[C@@]12C | i | -0.2 | i |
| O=C(N/N=C/c1cccc(OC(=O)c2ccco2)c1)c1ccc(F)cc1 | i | 0.56 | i |
| S=C(Nc1ccccc1Cl)N1CCCCCC1 | i | 1.3 | i |
| COc1ccc(C2=NN(CN3C(=O)C(=O)c4ccccc43)C(c3cccc([N+](=O)[O-])c3)C2)cc1 (stereo unspecified) | i | 1.5 | i |
| O=C(O)c1ccc(Cl)c(S(=O)(=O)NCc2ccco2)c1 | i | 0.13 | i |
| O=C(NC1CCCCC1)C(c1ccccc1)N(C(=O)c1cccs1)c1ccc2c(c1)OCO2 (stereo unspecified) | i | -0.09 | i |
| CCN(CC)CCCN1C(=O)C(=O)/C(=C(/O)c2ccc(Cl)cc2)C1c1ccccn1 (stereo unspecified) | i | 1.4 | i |
| CN(C(=O)Cn1c(Cl)nc2c1c(=O)n(C)c(=O)n2C)C1CCS(=O)(=O)C1 (stereo unspecified) | i | 0.61 | i |
| Cc1cc(N2CCN(Cc3nc(-c4ccc(F)cc4)oc3C)CC2)cc(C)n1 | i | 0.11 | i |
| O=C1COc2ccc(S(=O)(=O)N3CCN(c4ccccc4F)CC3)cc2N1 | i | 0.86 | i |
| CCOC(=O)c1sc(NC(=O)COc2ncnc3ccccc23)c(C(=O)OCC)c1C | i | 1.2 | i |
| CC(C)(C)CC(=O)NC(=S)Nc1ccccc1C(F)(F)F | i | 1.3 | i |
| C=CCNC(=O)c1ccc2nc(Cc3ccc(OC)cc3)oc2c1 | i | -0.04 | i |
| NC1=NS(=O)(=O)NC1c1ccc(F)cc1 (stereo unspecified) | i | 0.48 | i |
| O=C(COc1ccccc1)Nc1nnc(S(=O)(=O)N2CCCCCC2)s1 | i | -0.59 | i |
| COc1ccccc1C1CCN(c2ccc(CO)cc2[N+](=O)[O-])CC1 | i | -0.28 | i |
| CNC(=S)N(C)c1ccccc1 | i | -1.8 | i |
| O=C(Cc1ccc(Cl)cc1)Nc1ccc(NC(=O)c2ccccc2)cc1 | i | -4 | i |
| CCOc1ccc(S(=O)(=O)NCCC(=O)OCC(=O)N2CC(=O)Nc3ccccc32)cc1 | i | -1.4 | i |
| CSc1ccccc1OCc1cc(C(=O)N(C)CC2COCCO2)no1 (stereo unspecified) | i | -0.02 | i |
| Cc1ccc(-c2nnc(-c3ccc4c(c3)OCO4)o2)cc1 | i | -0.77 | i |
| CSc1ccc(CN2C(=O)NC3(CCCCCC3)C2=O)cc1 | i | 1.2 | i |
| Cn1c(SCC(=O)NCCc2ccccc2)ncc(C(=O)Nc2ccccc2)c1=O | i | -0.84 | i |
| Cc1ccc(S(=O)(=O)N2CCN(C(=O)c3ccc(N4CCCC4)c([N+](=O)[O-])c3)CC2)cc1 | i | 1.2 | i |
| COc1ccc(NC(=O)Nc2ccccc2SC)c(OC)c1 | i | 0.76 | i |
| CC1CCN(C(=O)c2ccc3c(c2)NC(=O)/C(=C/c2ccccc2)S3)CC1 | i | 1.1 | i |
| Cc1ccc2c(CC(=O)N3CCN(S(=O)(=O)c4cccs4)CC3)coc2c1 | i | -1.2 | i |
| CN(Cc1cc2cc(F)ccc2[nH]1)Cc1nc(-c2cnccn2)no1 | i | 0.56 | i |
| COc1ccc(NS(=O)(=O)c2cccc(NC(=O)C3=NN(c4ccccc4)C(=O)CC3)c2)cc1 | i | -0.24 | i |
| Nc1cccnc1Oc1ccc(F)cc1F | i | 2.2 | i |
| CC(C)(C)N(Cc1ccccc1)C(=O)c1ccc2c(c1)OCCO2 | i | 0.67 | i |
| CCOc1ccc(OCC)c(S(=O)(=O)NNC(=O)c2c(C)nc3ccccn23)c1 | i | 0.67 | i |
| COc1ccc(CCNC(=O)Cn2nnc(-c3cccs3)n2)cc1OC | i | 1.4 | i |
| COc1ccc(N(CC2CO2)S(=O)(=O)c2ccccc2)cc1 (stereo unspecified) | i | -4 | i |
| O=C(Nc1ncccc1O)c1ccc2ccccc2c1 | i | -1.1 | i |
| Cc1[nH]c2ccccc2c1SCC(=O)Nc1nccs1 | i | -1.8 | i |

Ordered by heavy-atom count (ascending): some entries from above
| mol | KCNQ2 block | Kir21 inh | CHT block |
| --- | --- | --- | --- |
| O=C(Nc1ncccc1O)c1ccc2ccccc2c1 | i | -1.1 | i |
| CC(C)(C)N(Cc1ccccc1)C(=O)c1ccc2c(c1)OCCO2 | i | 0.67 | i |
| COc1ccc(CCNC(=O)Cn2nnc(-c3cccs3)n2)cc1OC | i | 1.4 | i |
| CCOc1ccc(OCC)c(S(=O)(=O)NNC(=O)c2c(C)nc3ccccn23)c1 | i | 0.67 | i |
| COc1ccc(NS(=O)(=O)c2cccc(NC(=O)C3=NN(c4ccccc4)C(=O)CC3)c2)cc1 | i | -0.24 | i |

Going on with the list:
| mol | KCNQ2 block | Kir21 inh | CHT block |
| --- | --- | --- | --- |
| CCOc1ccc(Nc2nc(N)c([N+](=O)[O-])c(NCc3ccccc3)n2)cc1 | i | 0.73 | i |
| CC(C)Oc1ccc(C(=O)/C(=C\c2cccs2)c2nc3ccccc3o2)cc1 | i | 0.81 | i |
| CCOC(=O)c1ccc(N(CC(=O)NC2CCCCC2)C(=O)CNC(=O)c2ccco2)cc1 | i | -0.52 | i |
| COc1cccc(CN(C)C(=O)C23CC4CC(CC(NC(C)=O)(C4)C2)C3)c1OC | i | -0.86 | i |
| COc1ccc(CNC(=O)C2(CC3CC(c4ccccc4)=NO3)CCN(C(=O)c3cccc(O)c3)CC2)cc1 (stereo unspecified) | i | 0.89 | i |
| COc1ncnc(OC)c1S(=O)(=O)Nc1ccc(C(F)(F)F)cc1 | i | -0.23 | i |
| c1ccc(Cn2c(-c3ccco3)nc3nc4ccccc4nc32)cc1 | i | -1 | i |
| Cc1cc(C)c(NC(=O)CCCC(=O)O)c(Cl)c1 | i | -0.67 | i |
| COc1cc(/C=N/Nc2ccccn2)ccc1O | i | 0.74 | i |
| COCCN(C(=O)COC(=O)c1ccc(C)o1)c1c(N)n(Cc2ccccc2)c(=O)[nH]c1=O | i | -0.08 | i |
| O=[N+]([O-])c1ccc(/C=N/N2CCCCC2)cc1 | i | 0.66 | i |
| CCOC(=O)c1c(-c2ccc(C)cc2)csc1NC(=O)C1CCCO1 (stereo unspecified) | i | 1.2 | i |
| Cc1cc(=O)oc2cc(OC(=O)CCN3C(=O)c4ccccc4C3=O)ccc12 | i | 1.1 | i |
| CCn1c(CCC(=O)O)nc2cc(S(=O)(=O)N(C)C)ccc21 | i | -0.12 | i |
| CCOc1ccc(C(=O)NCC(=O)OCC(=O)Nc2ccc(C)c(S(=O)(=O)N(C)C)c2)cc1 | i | -0.82 | i |
| CC(=O)Nc1cccc(NS(=O)(=O)c2cccc3nsnc23)c1 | i | -0.09 | i |
| O=C1c2ccccc2-c2c1cccc2C(=O)N(CCO)CCO | i | -1.2 | i |
| Cc1cccc(C(=O)NNC(=O)c2ccco2)c1O | i | 0.03 | i |
| Cc1cccc(NC(=O)C2C(c3ccccc3)C2(Cl)Cl)c1C (stereo unspecified) | i | -0.35 | i |
| CNC(=S)N1CCN(C(=O)C2CCCO2)CC1 (stereo unspecified) | i | -0.58 | i |
